# High-throughput results: PubChem BioAssay, National Center for Advancing Translational Sciences (NCATS)
# TDP43 rescue: qHTS of TDP-43 Inhibitors; TDP-43 expressing yeast growth rescue, BacTiter-Glo, 24 h; Potency, µM (highest dose often 46.1 µM), without a hit: top-dose growth rescue (activation), actives largely listed as activators; hit rate 1.8% among 410,000; AID 652104, 2013; also: % of control where 0% means no effect; nearly all actives have a fitted effect of over 50% in size
#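 Galactose-induced TDP-43 yeast, OD600=0.02, compound pinned; 24 hr, 30 deg C; BacTiter-Glo luminescence for growth. Inhibitors of TDP-43 toxicity read as activators.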
# EPAC1 agonist: qHTS for Agonist of cAMP-regulated guanine nucleotide exchange factor 3 (EPAC1): primary screen. Rap guanine nucleotide exchange factor 3 (Homo sapiens), O95398. EPAC1 agonist qHTS, biochemical assay; response scale: 100% = response to 6.5 mM cAMP. Potency, µM (titrated, usually from 154 µM), for inactives: at the top dose activation, usual class: activators. hit rate 0.073% among 360,000; also: nearly all actives have a fitted effect of over 60% in size
# Target sequence (O95398 whole entry, looked up): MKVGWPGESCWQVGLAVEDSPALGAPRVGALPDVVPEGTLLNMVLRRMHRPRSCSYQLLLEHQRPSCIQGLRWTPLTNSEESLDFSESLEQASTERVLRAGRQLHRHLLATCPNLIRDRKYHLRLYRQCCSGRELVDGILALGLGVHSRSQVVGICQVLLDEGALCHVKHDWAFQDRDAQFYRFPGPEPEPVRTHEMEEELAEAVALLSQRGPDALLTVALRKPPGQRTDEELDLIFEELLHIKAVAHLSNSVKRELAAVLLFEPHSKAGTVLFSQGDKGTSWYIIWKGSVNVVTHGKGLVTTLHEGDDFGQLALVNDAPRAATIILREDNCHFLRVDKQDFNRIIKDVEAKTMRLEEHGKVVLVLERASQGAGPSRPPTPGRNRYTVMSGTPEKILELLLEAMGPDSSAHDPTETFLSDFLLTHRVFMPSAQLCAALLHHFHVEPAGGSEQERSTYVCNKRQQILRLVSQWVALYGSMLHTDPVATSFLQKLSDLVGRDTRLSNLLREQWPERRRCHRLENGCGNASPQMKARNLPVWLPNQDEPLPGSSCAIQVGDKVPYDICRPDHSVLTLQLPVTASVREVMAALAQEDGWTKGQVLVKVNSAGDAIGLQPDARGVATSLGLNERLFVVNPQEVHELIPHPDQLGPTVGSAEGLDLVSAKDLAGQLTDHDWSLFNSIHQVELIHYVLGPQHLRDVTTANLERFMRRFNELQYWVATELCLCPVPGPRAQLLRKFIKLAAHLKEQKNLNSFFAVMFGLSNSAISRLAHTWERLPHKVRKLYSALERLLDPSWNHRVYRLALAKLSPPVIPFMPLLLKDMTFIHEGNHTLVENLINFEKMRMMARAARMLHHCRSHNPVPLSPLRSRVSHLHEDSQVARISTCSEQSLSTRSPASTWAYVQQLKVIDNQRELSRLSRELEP
#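 Normalized to 6.5 mM cAMP, activity reflects EPAC1-catalysed release of BODIPY-GDP from Rap1B, followed kinetically over 30 min at 480 nm excitation, 540 nm emission. Reaction contained 100 nM EPAC1, 250 nM Rap1B-BODIPY-GDP, 50 uM GDP.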
# aSyn yeast inh: qHTS of alpha-syn Inhibitors; hit rate 0.14% among 370,000; Yeast expressing alpha-synuclein, growth rescue, BacTiter-Glo, 24 h; Potency, µM (top dose mostly 46.1 µM), for the others: at the highest dose growth rescue (activation), most hits filed as activators; also: % of control where 0% means no effect; nearly all actives have a fitted effect of over 65% in size
#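 Readout is rescue of growth in alpha-synuclein-expressing yeast, so inhibitors of toxicity appear as activators. Growth after 24 hr at 30 deg C in galactose medium is quantified by luminescence.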
# PTHR1 ag: qHTS for PTHR1 Agonists: Primary Screen; Parathyroid hormone/parathyroid hormone-related peptide receptor (Homo sapiens), Q03431; HEK293 GP2 PTHR1 cells, GloSensor cAMP luminescence, 1 h; Potency, µM (highest dose often 115 µM), inactives show at the top dose activation, hits mostly activators; hit rate 0.075% among 410,000; AID 743266, 2014; also: nearly all actives have a fitted effect of over 55% in size; some results filed as inactive show a strong effect at the top dose; inactives centre near -15; many of its hits are not listed in these tables
#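 HEK-293-derived GP2 cells expressing PTHR1 and a GloSensor cAMP reporter, 3,000/well, plated overnight, given luciferin plus IBMX (each 0.5 mM as added) for 1 h at 37 °C, then compound for 1 h at 37 °C. Luminescence was read after 15 min at room temperature.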
# EPAC2 antag: qHTS for Antagonist of cAMP-regulated guanine nucleotide exchange factor 2 (EPAC2): primary screen | EPAC2 GEF exchange of Rap1B-BODIPY-GDP, fluorescence | Potency, µM (highest dose often 114 µM), inactives show at the highest dose activity, negative = inhibition, hits mostly inhibitors | hit rate 0.18% among 360,000; also: % is scaled to controls: 0 for no effect and ±100 for the full control effect; nearly all actives have a fitted effect of over 45% in size; many of its hits are not listed in these tables
# EPAC1 antag: qHTS for Antagonist of cAMP-regulated guanine nucleotide exchange factor 3 (EPAC1): primary screen; Potency, µM (series often up to 115 µM), for inactives: at the highest dose activity change, negative = inhibition, usual class: inhibitors; EPAC1 GEF assay, Rap1b-BODIPY-GDP exchange fluorescence; hit rate 0.14% among 360,000; Rap guanine nucleotide exchange factor 3 (Homo sapiens), O95398;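 also: plate controls were vehicle for no effect and positive control for full effect; nearly all actives have a fitted effect of over 50% in size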
# FUS yeast rescue: qHTS for Suppressors of FUS Proteinopathy: Primary screen using FUS-linked yeast assay. hit rate 0.24% among 390,000. Potency, µM (doses to about 76.6 µM), without a hit: at the highest dose growth rescue (activation), actives largely listed as activators. AID 1347120, 2019. S. cerevisiae FUS-expressing, growth rescue, OD600, 24 h;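 also: plate controls were DMSO vehicle for no effect and reference control for full effect; nearly all actives have a fitted effect of over 55% in size; some results filed as inactive show a strong effect at the top dose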
#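 S. cerevisiae expressing FUS from galactose induction served as the toxicity model. Growth after 24hr at 30C, read as absorbance at 600 nm, indicates suppression of toxicity; compounds dosed at several concentrations.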
# EPAC2 agonist: qHTS for Agonist of cAMP-regulated guanine nucleotide exchange factor 4 (EPAC2): primary screen | Potency, µM (highest dose often 154 µM), without a hit: top-dose activation, most hits filed as activators | EPAC2 activation, biochemical qHTS; response scale: 100% = 6.5 mM cAMP response | Rap guanine nucleotide exchange factor 4 (Homo sapiens), Q8WZA2 | hit rate 0.079% among 360,000 | AID 720711, 2013; also: nearly all actives have a fitted effect of over 50% in size
#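 Exchange assay: 100 nM EPAC2 with 250 nM Rap1B-BODIPY-GDP and 50 uM GDP. Fluorescence (ex 480/em 540 nm) read every 5 min for 30 min at room temperature. Data normalized to 6.5 mM cAMP as agonist control.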
# * marks the source's active call; other numbers are inactive results; i = inactive; u = inconclusive; x = no result given; [ ] = dose if it differs, or a comment. Calls follow the shape of the dose curve; as a rule, active = well fitted curve in the direction sought with a large enough effect; inconclusive = small, poorly fitted or top-dose-only effect, or another doubt; inactive = no such curve, though single readings can be large; an effect the other way counts as inactive or inconclusive. Potency is read from the fitted curve at half-maximal effect. This is a subset; the hit share may differ from the screen's.
entry	Compound	TDP43 rescue	EPAC1 agonist	aSyn yeast inh	PTHR1 ag
1	COc1ccc(OC)c(NC(=O)CCN2CCN(CCO)CC2)c1	-10%	7%	-6%	i
2	CCCn1c(SCC(=O)NCc2cccs2)nc2c1c(=O)n(C)c(=O)n2C	-21%	7%	-3%	5%[57.5 µM]
3	C=CCn1c(N)c(C(=O)OCC)sc1=S	8%	-5%	-10%	i
4	Cc1ccc(S(=O)(=O)N2CCN(C(=O)c3cccs3)CC2)cc1C	29%	-3%	u	-22%
5	CC(C)CNc1ncnc2c1ncn2[C@H]1CN(Cc2ccncc2)C[C@@H](CO)O1	u	-4%	4%	i
6	CCCCn1c(=O)nc2n(-c3ccc(Cl)cc3)c3ccccc3cc-2c1=O	1%	-4%	2%	-11%
7	COc1ccc(-c2coc3c(C(=O)NCc4cccc(Cl)c4)cccc23)c(C)c1	13%	0%	-4%	-33%
8	CCCC(c1nnnn1Cc1ccc(F)cc1)N1CCN(CC)CC1 (centres undefined)	-10%	-2%	2%	-5%

entry	EPAC2 antag	EPAC1 antag	FUS yeast rescue	EPAC2 agonist
1	1%	-23%	-14%	-1%
2	-2%	-2%	16%	4%
3	-3%	3%	1%	-6%
4	-3%	0%	8%	8%
5	-8%	-1%	-14%	-2%
6	10%	10%	x	2%
7	3%	-5%	6%	14%
8	2%	8%	11%	4%

# (continued)
entry	Compound	TDP43 rescue	EPAC1 agonist	aSyn yeast inh	PTHR1 ag
9	CCC(OC(=O)c1ccco1)C(=O)NCc1ccc(C)cc1 (centres undefined)	5%	9%	u	i
10	CC(Oc1ccccc1)C(=O)NC1CCCCCCC1 (centres undefined)	8%	14%	11%	i
11	O=C(CN1C(=O)c2ccccc2C1=O)NCc1ccc(F)cc1	0%	-2%	1%	i
12	COc1ccc(-c2nc(CS(=O)CC(=O)NCc3ccc4c(c3)OCO4)c(C)o2)cc1 (centres undefined)	24%	-4%	3%	-59%[inhibitor]
13	Cc1ccc(Cn2cc(SCC(N)=O)c3ccccc32)cc1	14%	-8%	-1%	i
14	Cc1ccc(OCC(O)CN2CC3(C)CC2CC(C)(C)C3)cc1 (centres undefined)	-28%	-12%	4%	-23%
15	COc1ccc(Cn2cnc3c(N)c(C)c(C)cc32)cc1	11%[9.22 µM]	5%	1%	-5%
16	COc1cc(C(=O)NNC2=CC(=O)CC(C)(C)C2)cc(OC)c1OC	4%	3%	0%	i

entry	EPAC2 antag	EPAC1 antag	FUS yeast rescue	EPAC2 agonist
9	-2%	1%	4%	10%
10	-8%	-13%	-9%	3%
11	3%	-4%	1%	2%
12	-7%	-4%	14%	4%
13	-9%	2%	31%	-4%
14	6%	4%	x	-3%
15	7%	10%	14%	2%
16	-1%	-1%	x	1%

# More compounds follow.
entry	Compound	TDP43 rescue	EPAC1 agonist	aSyn yeast inh	PTHR1 ag
17	Cc1ccc2c(c1)[C@H]1OCC[C@H]1[C@@H](c1ccncc1)N2	8%	-7%	-11%	-24%
18	COC(=O)c1cc(OC)c(OC)cc1NC(=O)CCCCCN1C(=O)CCC1=O	14%	-5%	1%	i
19	CCOC(=O)c1ccccc1NC(=O)COC(=O)c1ccccc1C(=O)N(C)c1ccccc1	13%	1%	-1%	-26%
20	Cc1cc(C)cc(OCC(=O)OCC(=O)N2CCc3ccccc32)c1	20%	11%	2%	-14%
21	CC(C)(CO)Nc1nc(N2CCCC2)nc(N2CCCC2)n1	19%	2%	-5%	i
22	CN(C)CCNC(=O)c1ccc(-c2cnn(C)c2)c2ccoc12	24%	-15%	-4%	-20%
23	CCCN1CCC(Oc2cccc(C(=O)NCCc3ccccc3)c2)CC1	7%	-2%	-4%	i
24	COc1ccccc1CN1CC(C(=O)NCCCCc2ccccn2)CCC1=O (centres undefined)	-12%	-2%	-4%	i

entry	EPAC2 antag	EPAC1 antag	FUS yeast rescue	EPAC2 agonist
17	10%	-9%	-1%	1%
18	-3%	8%	8%	4%
19	-1%	-27%	33%	8%
20	1%	6%	-10%	0%
21	-1%	-8%	-1%	-6%
22	5%	7%	-17%	-2%
23	-33%	-6%	1%	-6%
24	-9%	-2%	-46%	3%

# Further results follow:
entry	Compound	TDP43 rescue	EPAC1 agonist	aSyn yeast inh	PTHR1 ag
25	CCN(CC)CCN1C(=O)C(O)=C(C(C)=O)C1c1ccc(OC)c(OC)c1 (centres undefined)	4%	-7%	-3%	18%[57.5 µM]
26	Cc1nc(-c2ccc(Br)cc2)ccc1C(=O)O	16µM*	1%	-9%	-9%
27	CCCCn1c(N)c(N(CC(C)C)C(=O)CSCc2ccc(Cl)c(Cl)c2)c(=O)[nH]c1=O	-11%	-20%	-5%	i
28	O=C(NCc1ccco1)c1ccc2c(c1)CCO2	-9%	3%	4%	i
29	Cc1nn(Cc2ccccc2)c(C)c1NC(=O)CSc1nc(-c2ccccc2)nc2c1cnn2-c1ccccc1	12%	7%	5%	i
30	Cc1cccc(-n2cc(CNCCc3nc(C)cc(C)n3)c(-c3cccc(F)c3)n2)c1	-14%	6%	-1%	-11%
31	O=C(COC(=O)c1cccnc1Cl)NC1CCCc2ccccc21 (centres undefined)	u	-11%	u	-8%
32	O=C(c1cccc([N+](=O)[O-])c1)N1CCCN(C(=O)c2cccc([N+](=O)[O-])c2)CC1	-13%	-12%	6%	-25%

entry	EPAC2 antag	EPAC1 antag	FUS yeast rescue	EPAC2 agonist
25	-3%	14%	-10%	2%
26	12%	1%	x	0%
27	2%	-29%	19%	-4%
28	-2%	6%	-13%	3%
29	-1%	1%	-4%	-2%
30	-2%	-14%	20%	2%
31	-2%	0%	-1%	1%
32	10%	4%	9%	4%

# Other structures.
entry	Compound	TDP43 rescue	EPAC1 agonist	aSyn yeast inh	PTHR1 ag
33	Cc1ccccc1Cn1nc(C)c(NC(=O)c2sc3ccccc3c2Cl)c1C	13%	6%	8%	-22%
34	O=C(Nc1ccc(F)cc1F)NC1CC(=O)N(Cc2ccccc2)C1 (centres undefined)	-2%	-2%	3%	i
35	Cc1cccc(C)c1NC(=O)C(c1ccccc1)N1CCN(c2ccc(C(F)(F)F)cn2)CC1 (centres undefined)	u	-13%	2%	-12%
36	Cc1cccc(C)c1OCC(=O)N/N=C/c1cccn1C	-12%	1%	0%	0%[57.5 µM]
37	CC(=O)c1cccc(S(=O)(=O)Nc2ccccc2N2CCOCC2)c1	6%	-3%	14%	-2%
38	Cc1occc1C(=O)Nc1ccc2c(c1)OCCO2	22%	0%	1%	-21%[57.5 µM]
39	FC(F)Sc1ccc(NC(=S)N2CCN(c3ccccn3)CC2)cc1	9%	-5%	-7%	-35%[inhibitor]
40	Cc1ccc(C)c(Nc2nc(N)c3ccccc3n2)c1	-23%	6%	-21%	-10%

entry	EPAC2 antag	EPAC1 antag	FUS yeast rescue	EPAC2 agonist
33	-2%	-2%	43%	-11%
34	-1%	4%	2%	6%
35	32%[activator]	-24%	22%	-11%
36	-2%	1%	1%	1%
37	-6%	-11%	-2%	1%
38	-2%	0%	11%	4%
39	3%	-11%	-5%	0%
40	-3%	3%	2%	7%

# Next part
entry	Compound	TDP43 rescue	EPAC1 agonist	aSyn yeast inh	PTHR1 ag
41	CCOC(=O)Cn1c(=O)oc2cc(S(=O)(=O)N(C)Cc3ccccc3)ccc21	-3%	-10%	-2%	-2%
42	COc1ccc(CCNC(=O)CNC(=O)N2CC(=O)Nc3ccccc32)cc1	16%	2%	0%	i
43	CC(c1ccccc1)N1CC(C(=O)N2CCN(c3ccc(F)cc3)CC2)CC1=O (centres undefined)	-18%	-2%	6%	-7%[57.5 µM]
44	Cc1cccn2c(=O)c3cc(C(=O)NCC4CCCO4)c(=N)n(Cc4ccc(F)cc4)c3nc12 (centres undefined)	-12%	-3%	2%	i
45	O=C(COc1ccc2oc3c(c2c1)CCCC3)Nc1ccc(Cl)cc1	7%	x	-1%	i
46	COc1ccccc1/C=N/n1c(N)c(S(=O)(=O)c2cccs2)c2nc3ccccc3nc21	-9%	0%	x	i
47	Cc1ccc(S(=O)(=O)N2CCCC2C(=O)Nc2nc3c(s2)CCCC3)cc1 (centres undefined)	20%	-13%	9%	-82%[inhibitor]
48	O=C(CSc1nnc(-c2ccc(Cl)cc2)o1)NNC(=O)c1ccncc1	17%	-6%	0%	-5%
49	COc1ccccc1CN1CCN(Cc2ccc3ccccc3c2)CC1	19%	8%	0%	i

entry	EPAC2 antag	EPAC1 antag	FUS yeast rescue	EPAC2 agonist
41	6%	-8%	27%	-13%
42	-26%	-1%	-2%	1%
43	2%	-1%	33%	11%
44	-2%	-2%	10%	-2%
45	x	x	-9%	x
46	7%	-2%	-38%	9%
47	-1%	-8%	u	-3%
48	-5%	-23%	-10%	1%
49	1%	-7%	-29%	22%

# 6 entries from above, ordered by heavy-atom count, lowest first:
entry	Compound	TDP43 rescue	EPAC1 agonist	aSyn yeast inh	PTHR1 ag
48	O=C(CSc1nnc(-c2ccc(Cl)cc2)o1)NNC(=O)c1ccncc1	17%	-6%	0%	-5%
47	Cc1ccc(S(=O)(=O)N2CCCC2C(=O)Nc2nc3c(s2)CCCC3)cc1 (centres undefined)	20%	-13%	9%	-82%[inhibitor]
42	COc1ccc(CCNC(=O)CNC(=O)N2CC(=O)Nc3ccccc32)cc1	16%	2%	0%	i
43	CC(c1ccccc1)N1CC(C(=O)N2CCN(c3ccc(F)cc3)CC2)CC1=O (centres undefined)	-18%	-2%	6%	-7%[57.5 µM]
46	COc1ccccc1/C=N/n1c(N)c(S(=O)(=O)c2cccs2)c2nc3ccccc3nc21	-9%	0%	x	i
44	Cc1cccn2c(=O)c3cc(C(=O)NCC4CCCO4)c(=N)n(Cc4ccc(F)cc4)c3nc12 (centres undefined)	-12%	-3%	2%	i

entry	EPAC2 antag	EPAC1 antag	FUS yeast rescue	EPAC2 agonist
48	-5%	-23%	-10%	1%
47	-1%	-8%	u	-3%
42	-26%	-1%	-2%	1%
43	2%	-1%	33%	11%
46	7%	-2%	-38%	9%
44	-2%	-2%	10%	-2%
